hiPSC survival: increases survival of single human iPS cells; hiPSC single-cell survival, ATPlite luminescence; 100% = ROCK inhibitor wells, 0% = DMSO; survival enhancement, % at 20 µM; actives 0.044% (n = 360,000); AID 602274; in the data active = survival enhancement above about 18%;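 note: cells exposed to compounds for 16 hours before the ATP read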
CaV13 FRET inh: Primary screen for inhibitors of IQ motif and Ca2+-dependent inactivation inhibitor domain binding in CACNA1D, Förster resonance energy transfer in living cells, …; HEK cells, CFP/YFP FRET ICDI-IQ, plate reader, 10 min; percent FRET-ratio fall versus neutral wells; inhibition, % at 12.3 µM; actives 0.098% (n = 340,000);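 active = mean replicate inhibition of at least 30% and at least 1% of replicates passing that level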;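 note: 0% = median of the neutral control wells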
PDI inh: inhibitors of human protein disulfide isomerase. PDI insulin aggregation turbidity, A650, 90 min. inhibition, % at 10 µM. actives 0.052% (n = 350,000);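 active = mean inhibition across replicates of 30% or more, whatever share of single replicates reach that level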;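 note: absorbance from insulin aggregation driven by PDI reduction with DTT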
Target sequence (P07237 whole entry, looked up): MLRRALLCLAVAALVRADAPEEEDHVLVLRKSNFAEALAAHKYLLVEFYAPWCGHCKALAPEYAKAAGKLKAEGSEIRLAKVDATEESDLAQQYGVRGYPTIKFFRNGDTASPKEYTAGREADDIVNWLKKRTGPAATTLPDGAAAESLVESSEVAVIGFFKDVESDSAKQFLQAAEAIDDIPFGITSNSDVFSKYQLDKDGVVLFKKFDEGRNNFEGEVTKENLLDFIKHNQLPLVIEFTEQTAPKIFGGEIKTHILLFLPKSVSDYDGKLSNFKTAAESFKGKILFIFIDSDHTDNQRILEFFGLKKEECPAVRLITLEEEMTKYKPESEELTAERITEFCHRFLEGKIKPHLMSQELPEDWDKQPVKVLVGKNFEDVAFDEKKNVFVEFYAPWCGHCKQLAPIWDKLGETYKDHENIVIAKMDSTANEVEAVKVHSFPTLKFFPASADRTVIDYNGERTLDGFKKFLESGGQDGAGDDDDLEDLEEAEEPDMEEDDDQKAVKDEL
Peg3 prom inh: Peg3 promoter activity inhibition; AID 588405; HeLa PEG-Prom luciferase reporter, luminescence, overnight; inhibition, % at 20 µM; actives 1.7% (n = 360,000);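 active = inhibition of at least 50% at 20 µM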
NR2E3 ag-1: agonists of human nuclear receptor NR2E3; Q9Y5X4; actives 0.12% (n = 320,000); AID 2300; GST-NR2E3/biotin-RetCOR TR-FRET, 1536-well; inhibition of corepressor binding, % at 4.78 µM;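 active = percent inhibition above the cutoff of mean plus 3 SD of all tested compounds, set per screening campaign, cut at about 20% in these data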;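 note: 0% = DMSO wells and 100% = biotin wells as full block of FRET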
Target sequence (Q9Y5X4 whole entry, looked up): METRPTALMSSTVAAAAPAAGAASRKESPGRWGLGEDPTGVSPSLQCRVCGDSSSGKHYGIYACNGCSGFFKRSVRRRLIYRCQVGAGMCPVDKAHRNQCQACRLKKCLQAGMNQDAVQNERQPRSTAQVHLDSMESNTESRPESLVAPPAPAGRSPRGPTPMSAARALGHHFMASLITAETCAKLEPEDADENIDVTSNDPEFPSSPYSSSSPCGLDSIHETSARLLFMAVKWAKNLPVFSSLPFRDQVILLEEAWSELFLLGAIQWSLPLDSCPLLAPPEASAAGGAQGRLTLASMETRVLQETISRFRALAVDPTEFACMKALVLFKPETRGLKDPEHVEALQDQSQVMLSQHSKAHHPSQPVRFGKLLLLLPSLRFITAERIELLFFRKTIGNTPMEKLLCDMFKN
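Material: NR2E3–RetCOR corepressor complex | Quantity: 1.35 nM GST-tagged NR2E3 final | Schedule: 5 h at 4 °C | Replication: Singlicate compound wells | Reagent: RetCOR corepressor, biotinylated, 7 nM | Controls: Biotin wells as high control, 0.6% DMSO wells as low control | Signal: TR-FRET, Eu(K)-anti-GST donor, streptavidin-D2 acceptor, ex 340, em 617/671 nm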
Vif imaging: HIV Vif inhibition | HEK293T cells, Vif self-association by quenched fluorescence, imaging, 24 h | inhibition, % at 7.49 µM | actives 0.35% (n = 340,000) | AID 602346; in the data active = inhibition above about 50%, passing the limit was not always enough; note: some results filed as inactive read as strong as hits
HIF-2a block: HIF-2a inhibition; inhibition, % at 18.8 µM; actives 0.72% (n = 360,000); AID 624352; 786-0 RCC cells HIF-2a reporter, luciferase luminescence, overnight;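 active = inhibition of the luminescence signal of 40% or more relative to plate controls, in a single-dose primary screen at 18.75 µM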
MITF TRPM1 inh: reduces MITF-dependent TRPM1 promoter luciferase signal. SK-MEL-5 TRPM1 promoter luciferase, 24 h. inhibition, % at 12.5 µM. actives 0.83% (n = 330,000);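 active = mean inhibition across replicates of 60% or more, whatever share of single replicates reaches that level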; note: values of inactives mirror those of a sister screen read the other way
aDG glyco act: increases alpha dystroglycan glycosylation | actives 0.22% (n = 360,000) | Pro5-aDG cells, alpha-DG glycosylation AlphaScreen (IIH6); 0% Pro5, 100% B10-LARGE cell signal | activation, % at 10 µM;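 active = activation of at least 8% versus controls, or a plate z-score of at least 8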;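 note: Pro5 are CHO cells carrying HIG-tagged alpha-DG that lacks glycosylation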
Exocytosis inh: lytic granule exocytosis inhibition; TALL-104 LAMP-1 surface exposure, flow cytometry; cells stimulated with thapsigargin and PMA; inhibition, % at 10 µM; actives 0.66% (n = 360,000); AID 651702;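 active = inhibition above about 55%, limit read from the data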
NR2E3 ag-2: human photoreceptor-specific nuclear receptor agonism; Q9Y5X4; CHO-S Gal4-NCOR/VP16-NR2E3 two-hybrid, luciferase; inhibition of corepressor binding, % at 3.98 µM; actives 0.35% (n = 360,000); AID 602229;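 active = inhibition above the mean of all tested compounds plus 3 SD, cut at about 70% in these data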;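 note: 0% = DMSO with NR2E3 transfected cells and 100% = cells lacking NR2E3 construct; higher means lower luciferase signal from less NR2E3 corepressor binding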
An asterisk follows results filed as active; . = not tested or not shown.

SMILES	hiPSC survival	CaV13 FRET inh	PDI inh	Peg3 prom inh	NR2E3 ag-1	Vif imaging	HIF-2a block	MITF TRPM1 inh	aDG glyco act	Exocytosis inh	NR2E3 ag-2
CCOC(=O)c1c(C2CC2)csc1NC(=O)COC(=O)c1cnc(Cl)c(Cl)c1	-0.1	-5	-6	102*	0	-20	-4	9	-0.1	-1	-5
COc1ccc(-c2ccc(SCC(=O)NCc3ccco3)nn2)cc1	-3.6	-6	7	-116	0	-2	-121	-39	0.0	-1	-39
O=C(CC12CC3CC(CC(C3)C1)C2)NCO	5.9	-1	5	14	4	-1	10	-11	0.1	-2	5
CCOC(=O)c1csc(COc2ccccc2Cl)n1	-0.3	-2	-4	-151	1	-9	-24	-13	-0.1	-11	-91
O=C(NC(=S)Nc1ccc(N2CCCCC2)cc1)c1cccs1	-1.7	-6	-3	-320	-3	-9	-283	-68	0.0	-3	-148
COC(=O)c1ccc2c(=O)[nH]c(COC(=O)c3cccc(S(=O)(=O)N4CCOCC4)c3)nc2c1	0.6	-2	-4	-3	-1	0	8	-8	-0.3	25	-10
Cc1nnc(NC(=O)c2ccc3c(c2)C(=O)N(CC2CCCO2)C3=O)s1 (stereo not given)	-3.1	-6	-8	-6	-3	2	-24	-13	-0.1	-1	16
O=C(c1ccc(F)cc1)C1CCN(C(=O)N2CCOCC2)CC1	-0.1	-3	14	18	2	-4	14	6	-0.2	-1	4
CCn1nc(C(=O)OCC(=O)NC(C)C)c2ccccc2c1=O	3.7	-3	3	4	4	-1	24	14	-0.1	0	-11
C[C@@H](c1ccccc1)N1C[C@H](COCc2ccccc2)Oc2cc(N3CC[C@H](N(C)C)C3)ccc2S1(=O)=O	-1.2	-11	.	.	.	.	-3	.	0.4	46	-10
COc1ccc(NC(=O)CSc2nnc(-c3ccncc3)n2C)cc1	-0.9	-5	-3	-3	2	2	4	-14	-0.2	-4	-16
CCN(C(=O)C1CCCN(c2ncnc3c2nc2n3CCCCC2)C1)c1cccc(Cl)c1 (stereo not given)	0.0	-4	4	44	0	3	21	20	1.0	2	-11
CCSc1ccccc1C(=O)Nc1cc(C)on1	0.0	-6	2	-6	-1	-5	15	10	3.2	-6	2
COc1ccc(C(=O)N/N=C/C(Br)=C/c2ccccc2)cc1	-1.0	-4	17	-60	-2	.	-65	-20	0.0	-9	-7
O=C(c1ccc(S(=O)(=O)N2CCCC2)cc1)N(Cc1ccco1)C1CCS(=O)(=O)C1 (stereo not given)	-0.4	5	-3	4	-2	1	6	-7	0.2	0	5
Cc1ccc(-c2nc(NC(=O)CSc3nnc(C)s3)ns2)cc1	-0.8	-2	.	-94	1	-6	-135	-47	0.2	4	-36
Cc1cc(Nc2cccc(Cl)c2C)n2ncnc2n1	1.7	-3	.	1	4	3	2	-3	0.0	8	5
Cc1cccc(C)c1NC(=O)CS(=O)CC(=O)NC1CCN(Cc2ccccc2)CC1 (stereo not given)	4.8	-4	-5	9	2	3	-4	3	-0.2	-1	-9
CSc1ccc(C(=O)N2CCC(n3nccc3NC(=O)C3CC3)CC2)cc1	-0.5	-6	6	1	3	1	-21	7	1.1	-1	-2
COc1ccc(Cn2c(=O)oc3ccccc32)cc1F	-0.5	-20	13	21	1	1	15	-7	-0.1	1	-13
COc1cc(NC(C)CCCN)c2ncccc2c1Oc1ccccc1 (stereo not given)	2.7	-3	-19	43	1	-3	9	2	0.8	-2	0
O=C(COc1ccccc1)Nc1cccc(S(=O)(=O)N2CCCC2)c1	2.5	-5	14	-13	.	-17	-4	-12	-0.1	-4	-1
COc1ccc(N2CCN(C(=O)c3ccc(F)cc3)CC2)c([N+](=O)[O-])c1	-1.0	-18	-4	12	3	-2	19	3	0.2	0	-14
CCN(Cc1ccc(Cl)s1)C(=O)c1cccc(OCc2c(C)noc2C)c1	-1.6	-6	1	20	.	3	13	14	0.3	3	24
COc1cc(S(=O)(=O)N2CCCCC2)ccc1NC=O	-2.9	.	1	2	2	0	19	-8	-0.1	5	-6

Arranged by length of the SMILES (high to low): part of the list above.
SMILES	hiPSC survival	CaV13 FRET inh	PDI inh	Peg3 prom inh	NR2E3 ag-1	Vif imaging	HIF-2a block	MITF TRPM1 inh	aDG glyco act	Exocytosis inh	NR2E3 ag-2
COC(=O)c1ccc2c(=O)[nH]c(COC(=O)c3cccc(S(=O)(=O)N4CCOCC4)c3)nc2c1	0.6	-2	-4	-3	-1	0	8	-8	-0.3	25	-10
Cc1nnc(NC(=O)c2ccc3c(c2)C(=O)N(CC2CCCO2)C3=O)s1 (stereo not given)	-3.1	-6	-8	-6	-3	2	-24	-13	-0.1	-1	16
O=C(c1ccc(F)cc1)C1CCN(C(=O)N2CCOCC2)CC1	-0.1	-3	14	18	2	-4	14	6	-0.2	-1	4

Remaining list, next part:
SMILES	hiPSC survival	CaV13 FRET inh	PDI inh	Peg3 prom inh	NR2E3 ag-1	Vif imaging	HIF-2a block	MITF TRPM1 inh	aDG glyco act	Exocytosis inh	NR2E3 ag-2
CSc1ccc(-c2cc3c(c4c2ccn4C)C2CCC3O2)cc1 (stereo not given)	0.9	-7	.	-11	.	.	-28	.	-0.4	1	-8
Clc1cccc(Nc2c3c(nc4ncnn24)CCC3)c1	0.8	-4	10	12	4	.	2	12	0.3	0	-25
OCC[C@H]1C[C@H](O)[C@@H](O)[C@@]2(OCc3ccccc32)O1	-0.8	-6	-28	8	2	0	-2	-7	-0.2	1	-8
COc1ccc(NC(=O)COC(=O)CCSc2ccccc2)cc1OC	-0.2	-5	-2	0	.	1	-12	-7	0.2	-4	-25
C#CCn1c(=NC(=O)c2ccc(Cl)s2)sc2cccc(OC)c21	-1.8	-5	.	-71	3	-2	-110	-63	0.3	-14	6
CC(NC(=O)C1CCCN(S(=O)(=O)c2cnc[nH]2)C1)c1ccccc1 (stereo not given)	0.0	26	-15	-5	1	5	3	-3	-0.2	-7	7
Cc1ccc(S(=O)(=O)NCCC(=O)Nc2cccc(S(=O)(=O)N3CCCC3)c2)cc1C	-2.0	-7	10	21	.	-5	0	9	-0.1	-1	15
COc1ccccc1N1CCN(CCS(=O)(=O)c2cc(Cl)ccc2Cl)CC1	-3.0	-4	3	6	.	0	-3	.	0.2	-4	-13
O=C(c1csc2c1CCCC2)N1CCN(c2ccccc2)CC1	4.1	.	-6	2	2	7	0	10	0.1	2	-4
COc1cccc(CNC(=O)COC(=O)C2CC3CCCC(C2)C3=O)c1 (stereo not given)	-0.3	-13	-5	12	5	-1	9	-3	0.0	7	-6
O=C(COC(=O)CNC(=O)C1CCCCC1)NCc1ccccc1	-0.3	-5	16	8	3	-2	14	1	0.4	0	-14
COc1ccc(-c2noc(N3CCC(C(=O)NC(C)c4ccccc4)CC3)n2)cc1 (stereo not given)	1.6	-3	.	7	-3	12	-20	.	-0.2	5	5
COc1ccccc1OCCNC(=O)CCNS(=O)(=O)c1ccc(C)cc1	-0.4	-6	2	5	.	-3	0	-5	0.0	10	-4
COC(=O)c1ccccc1NC(=O)Nc1cc(C)cc(C)n1	5.4	-8	3	21	-1	-7	9	-2	0.0	0	-16
O=C(c1ccccc1)N(c1ccccc1)C1C=CS(=O)(=O)C1 (stereo not given)	-0.9	.	10	20	2	-18	19	3	-0.1	3	-3
O=C(NC12CC3CC(CC(C3)C1)C2)c1cc([N+](=O)[O-])ccc1Cl	0.9	-3	3	-10	2	-4	-2	2	0.0	0	0
O=C(/C=C/c1ccco1)Nc1ccccn1	-1.2	-8	-5	-105	-1	11	-109	-8	-0.4	-5	-215
Cc1ccc(CNC(=O)/C=C/c2c(Cl)cccc2Cl)cc1	-0.7	-5	1	3	3	2	7	-10	-0.2	2	-13
COCCn1nnnc1C(c1cccs1)N1CCN(c2nc3ccccc3s2)CC1 (stereo not given)	-0.7	-9	-4	13	2	-3	-13	-5	0.2	-3	-14
COc1cc(OC)c(C(=O)Nc2ccc(S(=O)(=O)Nc3ncccn3)cc2)cc1OC	1.9	-4	16	-8	0	.	8	8	-0.2	0	-2
CSc1ccc(CN2CCN(CC=C(C)C)C(CCO)C2)cc1 (stereo not given)	0.6	-1	-1	6	1	2	17	-15	0.0	3	-11
Cc1ccc(C)c(N(CC(=O)NC2CCCC2)C(=O)CCC(=O)Nc2nccs2)c1	0.3	-7	0	0	-1	-5	7	-3	0.2	78*	6
COc1ccccc1-c1ocnc1C(=O)Nc1ccc(N2CCOCC2)cc1N1CCOCC1	-0.7	-7	-11	16	.	5	11	13	-0.2	-8	-7
COc1cccc(C(=O)N(C)CC(=O)Nc2cccc3ccccc23)c1	0.4	-14	-2	1	-1	8	10	9	0.0	-6	18
CCN(CCCNC(=O)CCn1c(=O)[nH]c2ccccc2c1=O)c1ccccc1	3.8	-4	-17	3	2	-4	7	-8	-0.2	-1	0
O=C(Cc1ccccc1F)NNC(=O)c1cccs1	-3.3	-7	4	-21	.	3	-32	-15	-0.1	-1	-31
COc1ccc(CC2(CO)CCN(Cc3ccncc3)CC2)cc1	-0.2	1	0	8	0	5	12	-7	-0.1	2	-7
C=CCn1c(COc2cccc(C)c2C)nnc1SCC(=O)N1CCN(c2ccccc2)CC1	0.0	-16	6	14	2	-6	19	24	0.5	-5	17

Compounds from the list above with an aryl thioether with sulfur outside any ring (9):
SMILES	hiPSC survival	CaV13 FRET inh	PDI inh	Peg3 prom inh	NR2E3 ag-1	Vif imaging	HIF-2a block	MITF TRPM1 inh	aDG glyco act	Exocytosis inh	NR2E3 ag-2
COc1ccc(-c2ccc(SCC(=O)NCc3ccco3)nn2)cc1	-3.6	-6	7	-116	0	-2	-121	-39	0.0	-1	-39
COc1ccc(NC(=O)CSc2nnc(-c3ccncc3)n2C)cc1	-0.9	-5	-3	-3	2	2	4	-14	-0.2	-4	-16
CCSc1ccccc1C(=O)Nc1cc(C)on1	0.0	-6	2	-6	-1	-5	15	10	3.2	-6	2
Cc1ccc(-c2nc(NC(=O)CSc3nnc(C)s3)ns2)cc1	-0.8	-2	.	-94	1	-6	-135	-47	0.2	4	-36
CSc1ccc(C(=O)N2CCC(n3nccc3NC(=O)C3CC3)CC2)cc1	-0.5	-6	6	1	3	1	-21	7	1.1	-1	-2
CSc1ccc(-c2cc3c(c4c2ccn4C)C2CCC3O2)cc1 (stereo not given)	0.9	-7	.	-11	.	.	-28	.	-0.4	1	-8
COc1ccc(NC(=O)COC(=O)CCSc2ccccc2)cc1OC	-0.2	-5	-2	0	.	1	-12	-7	0.2	-4	-25
CSc1ccc(CN2CCN(CC=C(C)C)C(CCO)C2)cc1 (stereo not given)	0.6	-1	-1	6	1	2	17	-15	0.0	3	-11
C=CCn1c(COc2cccc(C)c2C)nnc1SCC(=O)N1CCN(c2ccccc2)CC1	0.0	-16	6	14	2	-6	19	24	0.5	-5	17

This is a random part of the collection (roughly 3.5% active in at least one column).
